NCF1 inh = blocks human p47phox regulatory protein of NADPH oxidases; P14598; p47phox/p22phox peptide binding, fluorescence polarization, 2 h; inhibition, % at 24.7 µM; hit rate 0.53% among 220,000;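 active = inhibition above about 30%, limit read from the data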;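 also: 0% = p47phox with labelled peptide and 100% = labelled peptide alone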
Target sequence (P14598 whole entry, looked up): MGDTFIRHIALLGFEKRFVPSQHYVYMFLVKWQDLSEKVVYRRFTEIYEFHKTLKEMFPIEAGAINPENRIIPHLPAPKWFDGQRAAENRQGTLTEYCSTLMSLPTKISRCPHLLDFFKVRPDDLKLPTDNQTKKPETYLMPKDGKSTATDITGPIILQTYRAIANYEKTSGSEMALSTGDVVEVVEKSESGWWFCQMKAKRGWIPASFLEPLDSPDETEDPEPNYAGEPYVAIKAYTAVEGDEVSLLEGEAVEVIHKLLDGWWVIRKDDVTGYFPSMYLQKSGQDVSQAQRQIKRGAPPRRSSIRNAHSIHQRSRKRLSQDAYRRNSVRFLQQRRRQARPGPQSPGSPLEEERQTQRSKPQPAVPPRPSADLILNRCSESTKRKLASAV
PPC-1+TRAIL kill = compounds killing PPC-1 cancer cells with TRAIL present (potentiator screen, no TRAIL-free arm); PPC-1 cells + TRAIL, ATPLite viability luminescence; hit rate 0.41% among 220,000; AID 1443; cell killing (% activity), % at 4 µM;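 active = cell killing above 50% in the first pass at 4 µM, then a duplicate retest at 5 µM averaging 50% or more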;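 also: plate controls were cells with TRAIL plus DMSO for no effect and medium-only wells lacking cells for full effect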
Ba/F3 V617F tox = reduce viability of Ba/F3 cells dependent on JAK2V617F; inhibition, % at 5.6 µM; Ba/F3 EpoR-JAK2V617F viability, ATP luminescence; hit rate 1.1% among 220,000; AID 1446;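 active = inhibition above the campaign mean plus 3 SD over all tested compounds, cut at about 24% in these data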;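 also: cytokine-independent growth of Ba/F3 cells driven by EpoR plus mutant JAK2; 0% = DMSO-treated cells and 100% = JAK inhibitor I control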
BaF3 parental = counter-screen for JAK2V617F inhibitors: parental Ba/F3 viability inhibitors; AID 1486; hit rate 1.1% among 220,000; CellTiter-Glo ATP luminescence; inhibition, % at 5.6 µM;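 active = inhibition above a per-campaign cutoff, the mean inhibition of all tested compounds plus 3 SD, cut at about 27% in these data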;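 also: 0% = DMSO wells and 100% = JAK Inhibitor I control wells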
p97 ATPase inh = blocks human p97 ATPase activity; P55072; inhibition, % at 8 µM; hit rate 0.42% among 220,000; recombinant p97 ATPase, Kinase-Glo ATP luminescence, 3 h; AID 1481; in the data active = inhibition above about 15%;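 also: 0% = DMSO vehicle and 100% = wells lacking enzyme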
TbHK1 inh = blocks Trypanosoma brucei hexokinase 1 activity | recombinant TbHK1, G6PDH-coupled NADH A340 | inhibition, % at 10 µM | hit rate 0.11% among 220,000 | AID 1430;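 active = inhibition of 50% or more in the single-dose primary screen; inactive = inhibition below 50%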
Furin inh = blocks human furin protease activity; inhibition, % at 30 µM; AID 463115; purified furin, fluorogenic substrate cleavage; hit rate 0.061% among 220,000; P09958; in the data active = inhibition above about 25%; also: inactives centre near -15
EP2 antag = EP2 receptor (human) inhibition. P43116. C6 glioma cells expressing human EP2, cAMP TR-FRET; cells stimulated with saturating PGE2. inhibition, % at 25 µM. hit rate 0.52% among 260,000;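 active = percent inhibition above 40 after rounding to a whole number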;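 also: rat C6 glioma host cells with rolipram phosphodiesterase inhibitor present; the protocol text gives 20 µM as final concentration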
Target sequence (P43116 whole entry, looked up): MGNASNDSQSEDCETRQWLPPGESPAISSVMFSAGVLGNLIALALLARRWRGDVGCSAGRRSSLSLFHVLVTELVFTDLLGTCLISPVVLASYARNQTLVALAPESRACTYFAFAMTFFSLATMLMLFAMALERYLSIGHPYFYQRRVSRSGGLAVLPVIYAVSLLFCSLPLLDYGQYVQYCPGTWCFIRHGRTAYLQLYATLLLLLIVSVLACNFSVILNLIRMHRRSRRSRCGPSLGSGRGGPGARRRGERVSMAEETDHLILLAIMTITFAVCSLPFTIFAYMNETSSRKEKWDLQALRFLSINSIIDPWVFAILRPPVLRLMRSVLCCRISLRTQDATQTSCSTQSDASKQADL
RBBP9 inh = inhibitors of human serine hydrolase RBBP9; O75884; recombinant RBBP9, FP-Rh probe fluorescence polarization; inhibition, % at 7.94 µM; hit rate 0.2% among 220,000;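 active = inhibition above the campaign mean of all tested compounds plus 3 SD, cut at about 14% in these data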;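 also: plate controls were DMSO wells with RBBP9 for no effect and wells lacking RBBP9 protein for full effect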
Target sequence (O75884 whole entry, looked up): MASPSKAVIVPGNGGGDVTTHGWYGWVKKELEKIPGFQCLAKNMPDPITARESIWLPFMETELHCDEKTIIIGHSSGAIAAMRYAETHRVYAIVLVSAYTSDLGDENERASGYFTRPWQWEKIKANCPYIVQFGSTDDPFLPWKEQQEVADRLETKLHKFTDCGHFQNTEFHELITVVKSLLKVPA
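System: RBBP9 protein | Quantity: 2.5 µM RBBP9 dispensing solution, before mixing | Reagent: FP-Rh probe, 375 nM dispensing solution | Timing: Enzyme-compound preincubation 30 min, then probe labeling 45 min, 25 °C | Measured by: Fluorescence polarization | Read-out: % inhibition | Replication: One well per compound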
The depositor's hits bear a star; / = no result given; & = joins results of further samples; [ ] = dose if it differs, or a comment. The list is partial; rates above refer to the full screens.

Values run as follows: Furin inh	BaF3 parental	Ba/F3 V617F tox	PPC-1+TRAIL kill	RBBP9 inh	NCF1 inh	TbHK1 inh	EP2 antag	p97 ATPase inh
> O=C(CSc1cccc2cccnc12)Nc1ccc(S(=O)(=O)N2CCOCC2)cc1
  -23	-1	-1	20	5	-10	-8	6	7
> COc1ccc2c(c1)CC/C(=C\Nc1ccc3c(c1)OCO3)C2=O
  -7[20 µM]	9	3	13	6	3	8	16	-3
> CCCc1nc2ccccc2c(=O)n1CC(=O)c1ccccc1
  -18	2	3	-3	-4	-5	4	5	2
> CC(C)N(Cc1nc2ccccc2[nH]1)C(C)C
  2	4	0	17	8	-7	7	16	0
> CCC(=O)c1ccc(OCCn2cnc3ccccc32)cc1
  -24	7	-1	16	-5	2	1	13	3
> N/C(=N\OC(=O)c1ccc2ccccc2c1)c1ccc(Br)cc1
  -15	4	-2	24	-11	-20	-5	7	-1
> CCOC(=O)COn1c(SCC(=O)OCC)nc2ccccc2c1=O
  -26[20 µM]	5	-1	5	-2	-10	2	4	1
> CCOC(=O)CN(C(=O)CNC(=O)c1cccs1)C(C(=O)NC1CCCCC1)c1cccs1 (stereo unspecified)
  -19[20 µM]	2	1	24	-2	-7	-4	6	-4
> Cc1cc(C)cc(NC(=S)N2CCC(NC(=O)c3ccccc3C)CC2)c1
  -18	6	-2	-15	0	-4	0	8	3
> O=C(C1=C[C@@H](c2ccc3c(c2)OCO3)C[C@@H](OCCCCO)O1)N1CCN(Cc2ccc3c(c2)OCO3)CC1
  -20	1	-1	6	-2	-12	-6	16	1
> CCS(=O)(=O)N1Cc2ccccc2CC1C(=O)Nc1nc(C)cs1 (stereo unspecified)
  -14	5	1	22	-11	1	4	6	-7
> COc1ccccc1CNC(=O)c1c(N)n(CCCN2CCOCC2)c2nc3ccccc3nc12
  -30	6	3	19	-7	-23	-19	/	-4
> CNC[C@H](O)c1cccc(O)c1
  -19	8	1	12	0	-6	-5	11&13&8	0
> CCOc1ccc(C(=O)/C=C/c2ccc(OC)c(OC)c2)cc1
  -25	5	-2	8	-7	-18	-20	1	2
> CC1(C)CC(=O)C(=C2SCCCS2)C(=O)C1
  -26	3	-3	15	-11	-13	-20	6	5
> COc1ccc(-c2cnnc(N/N=C/C(C)=C/c3ccccc3)n2)cc1
  -1	12	9	0	2	-16	-24	5	-4
> Cc1ccc(/C=N/Nc2ncnc3nc[nH]c23)cc1
  8	6	2	30	-4	-1	-114	9	-1
> COCCNC(=O)c1ccc2c(=O)n(CCCN3CCCC3=O)c(=S)[nH]c2c1
  -24	1	-2	6	1	-9	-5	4	2
> Cc1nc(SCCO)c2oc3ccccc3c2n1
  -21	2	-1	0	-10	14	-1	-1	-3
> Nc1cc(S(=O)(=O)N2CCCCC2)ccc1Oc1ccccc1
  -29	2	-1	-12	-5	-13	5	10	0

Given bar-delimited: entries from further up.
mol | Furin inh | BaF3 parental | Ba/F3 V617F tox | PPC-1+TRAIL kill | RBBP9 inh | NCF1 inh | TbHK1 inh | EP2 antag | p97 ATPase inh
CCS(=O)(=O)N1Cc2ccccc2CC1C(=O)Nc1nc(C)cs1 (stereo unspecified) | -14 | 5 | 1 | 22 | -11 | 1 | 4 | 6 | -7
COc1ccccc1CNC(=O)c1c(N)n(CCCN2CCOCC2)c2nc3ccccc3nc12 | -30 | 6 | 3 | 19 | -7 | -23 | -19 | / | -4
CNC[C@H](O)c1cccc(O)c1 | -19 | 8 | 1 | 12 | 0 | -6 | -5 | 11&13&8 | 0
CCOc1ccc(C(=O)/C=C/c2ccc(OC)c(OC)c2)cc1 | -25 | 5 | -2 | 8 | -7 | -18 | -20 | 1 | 2
CC1(C)CC(=O)C(=C2SCCCS2)C(=O)C1 | -26 | 3 | -3 | 15 | -11 | -13 | -20 | 6 | 5

New compounds follow.
Values run as follows: Furin inh	BaF3 parental	Ba/F3 V617F tox	PPC-1+TRAIL kill	RBBP9 inh	NCF1 inh	TbHK1 inh	EP2 antag	p97 ATPase inh
> CC(=O)c1c(COC(=O)c2ccc(C)cc2)nc2ccccc2[n+]1[O-]
  -19	51*	-3	9	-6	-1	-7	4	6
> COc1ccccc1NS(=O)(=O)c1cccc(C(=O)N/N=C/c2ccc(OCC(=O)O)cc2)c1
  -16	5	3	-1	-8	-10	-15	6	-2
> Cc1cccnc1NC(=S)NC(=O)c1cccs1
  -16[20 µM]	10	-1	29	7	-18	-7	6	3
> COC(=O)c1ccc(NC(=O)CN(C2CCCCC2)S(C)(=O)=O)cc1
  -27[20 µM]	1	0	-7	4	-10	4	10	4
> CC(C)N(CCO)C(=O)CCc1nnc(CCCc2ccccc2)o1
  -3	9	2	5	-6	4	7	5	-3
> CCNC(=O)C(=O)Nc1ccc([N+](=O)[O-])cc1
  2	7	1	-18	-3	-1	-13	6	4
> COc1cc(C(=O)Nc2ccc(S(=O)(=O)NC(C)C)cc2)cc(OC)c1OC
  -9[20 µM]	2	0	13	-6	-2	35	4	-5
> CCOC(=O)c1c(C2CC2)csc1NC(C)=O
  -1[20 µM]	1	3	8	-5	3	-3	7	-6
> C=CCn1c(SCC(=O)Nc2ncc(Cc3ccc(Br)cc3)s2)nnc1-c1ccncc1
  0[20 µM]	0	2	6	1	-1	-2	6	-3
> CC(C)Sc1nc2sc3c(c2c2nnc(SCC(=O)NCc4ccco4)n12)CCCC3
  -10	4	-2	0	-9	-68	3	11	-1
> CCCn1c(N2CCN(CC(=O)c3c(C)n(C)c4ccc(OC)cc34)CC2)nc2c1c(=O)[nH]c(=O)n2C
  -9[20 µM]	0	2	6	3	-4	-13	/	5
> COc1ccccc1[C@@H]1C(c2cccc(C)c2)=NN(c2ccccc2)[C@H]1C(=O)N1CCOC1=O
  -20	8	5	40	0	-7	-10	7	-2
> Cc1cccc(OCC(=O)Nc2ccc(N3CCN(C(=O)c4ccccc4)CC3)cc2)c1
  9	8	3	24	0	6	-5	2	-5
> CCc1ccc(NC(=O)COC(=O)C2(c3ccc(Cl)cc3)CCCC2)cc1
  -10	4	0	4	-6	-11	0	6	2
> COc1ccccc1/C=N/NC(=O)COCC(=O)N/N=C/c1ccccc1OC
  0	6	2	8	1	-8	-23	8	-1
> COc1cc(NC(=O)CN2CCCCC2C)c(C)cc1[N+](=O)[O-] (stereo unspecified)
  -1	6	1	30	-3	4	18	9	3
> COC(=O)c1c(N2C(=O)CC(Sc3ccccc3C(=O)O)C2=O)sc(C)c1C (stereo unspecified)
  9	8	3	2	-7	-3	3	9	-1
> Cc1c(NS(C)(=O)=O)c(=O)n(-c2ccccc2)n1C
  -20	3	-5	6	2	-1	1	13	2
> CCN(CC(O)Cn1c2ccccc2c2ccccc21)S(=O)(=O)c1ccc(F)cc1 (stereo unspecified)
  -6[20 µM]	2	-1	2	5	-7	-6	5	2
> Cc1c(Br)c(-c2n[nH]c(=S)n2Cc2ccco2)nn1C
  -32	4	-3	40	-6	-5	2	14	4

Given bar-delimited: 3 of the compounds above.
molecule | Furin inh | BaF3 parental | Ba/F3 V617F tox | PPC-1+TRAIL kill | RBBP9 inh | NCF1 inh | TbHK1 inh | EP2 antag | p97 ATPase inh
COC(=O)c1ccc(NC(=O)CN(C2CCCCC2)S(C)(=O)=O)cc1 | -27[20 µM] | 1 | 0 | -7 | 4 | -10 | 4 | 10 | 4
CCN(CC(O)Cn1c2ccccc2c2ccccc21)S(=O)(=O)c1ccc(F)cc1 (stereo unspecified) | -6[20 µM] | 2 | -1 | 2 | 5 | -7 | -6 | 5 | 2
COC(=O)c1c(N2C(=O)CC(Sc3ccccc3C(=O)O)C2=O)sc(C)c1C (stereo unspecified) | 9 | 8 | 3 | 2 | -7 | -3 | 3 | 9 | -1

The results go on:
Values run as follows: Furin inh	BaF3 parental	Ba/F3 V617F tox	PPC-1+TRAIL kill	RBBP9 inh	NCF1 inh	TbHK1 inh	EP2 antag	p97 ATPase inh
> CCC(=O)Nc1ccc(-c2csc(NNC(C)=O)n2)cc1
  -7	5	2	5	-7	-7	-1	3	0
> COc1cc(O)oc1C=Nc1ccc(Cl)cc1
  2	3	1	10	-9	-7	-14	5	-3
> Cc1ccc(OCCNC(=O)c2cc(-n3cnnc3)ccc2Cl)cc1C
  -14[20 µM]	1	1	26	-4	-11	-1	15	-5
> Cc1cccc(C)c1NC(=O)C1(N(Cc2ccco2)C(=O)CC2NC(=O)NC2=O)CCCC1 (stereo unspecified)
  -23[20 µM]	4	3	-17	-8	-9	-5	11	-3
> CC(=O)c1c(N2CCN(c3ccc(F)cc3)CC2)nc(=S)n(Cc2ccccc2)c1C
  -17	6	-2	11	-7	-22	-15	13	1
> COc1cc(C(=O)Nc2cccc(-c3nnc(-c4ccco4)o3)c2)ccc1OC(C)=O
  -25	5	0	-1	-3	-11	-6	21	1
> COc1ccc(-c2c(C(F)(F)F)nn(C)c2NC(=O)CSCC(=O)O)cc1
  -23	-3	0	7	-3	-6	6	4	0
> CC(=O)Nc1ccc(S(=O)(=O)N2CCSCC2)cc1
  -15[20 µM]	3	-3	3	-7	-3	-7	6	2
> N#Cc1cccn1-c1nccs1
  -24	8	0	20	-2	-2	-7	2	2
> Cc1nnsc1C(=O)N1CCN(c2ccc(C#N)cn2)CC1
  1	-2	-2	-6	-6	0	-3	4	8
> O=C(NCCN1CCN(c2ccccc2)CC1)C1CCN(S(=O)(=O)N2CCOCC2)CC1
  -19	3	0	0	-1	-10	1	5	1
> CC(C)(C)NC(=O)CN1CCN(C(=O)CCl)CC1
  -34	5	-1	6	-8	-6	0	8	-1
> Cc1ccc(-c2nnn(CC(=O)N(c3cccc(F)c3)C(C(=O)NC(C)(C)C)c3ccco3)n2)o1 (stereo unspecified)
  -26	5	-1	-8	-7	1	-9	10	2
